Bioassay records from PubChem.
Apoferritin bind = candidate novel general anesthetic via apoferritin binding; AID 485281; 350,000 compounds, 0.074% hits; P02791; apoferritin/1-aminoanthracene competitive binding, fluorescence; Potency, µM (titrated, usually from 77.5 µM), without a hit: top-dose activity change, negative = displacement, actives largely listed as inhibitors; also: % is scaled to controls: 0 for no effect and ±100 for the full control effect; nearly all actives have a fitted effect of over 20% in size
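Steps: apoferritin (10 uM) was premixed with half-saturated 1-AMA in PBS, compounds were pin-transferred, plates stood 10 min at room temperature, fluorescence was read at 380/535 nm, and curves were fitted with a Hill equation.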
POLI inh = inhibitors of human DNA polymerase iota | 390,000 compounds, 1% hits | Potency, µM (top dose mostly 115 µM), for inactives: at the top dose activity, negative = inhibition, usual class: inhibitors | Pol iota fluorescent replication assay, 10 min | Q9UNA4
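Pol iota at 10 nM preincubated 15 min with compounds at room temperature; reaction started with fluorescent substrate, 50 nM final. Fluorescence read kinetically at 0 and 10 min; buffer-only wells as negative control.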
Pol eta inh = inhibitors of human DNA polymerase eta | recombinant Pol eta, fluorescent DNA replication assay | AID 588591 | Potency, µM (doses to about 114 µM), inactives show at the top dose activity change, negative = inhibition, hits mostly inhibitors | 390,000 compounds, 1.2% hits; also: % is scaled to controls: 0 for no effect and ±100 for the full control effect
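Pol eta at 10 nM preincubated with compounds 15 min at room temperature; reaction started with fluorescent substrate (50 nM final) and read kinetically at 0 and 10 min.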
APE1 inh = inhibitors of human APE1 endonuclease. Potency, µM (highest dose often 65.8 µM), inactives show top-dose activity change, negative = inhibition, usual class: inhibitors. 350,000 compounds, 0.35% hits. P27695. AID 2517. recombinant APE1, TAMRA/BHQ-2 abasic DNA cleavage fluorescence;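 also: plate controls were vehicle for no effect and reference inhibitor for full effect; nearly all actives have a fitted effect of over 55% in size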
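Measures dequenching upon AP-site incision of a 5'-TAMRA/3'-BHQ-2 THF-containing duplex, 50 nM; human APE1 0.75 nM after 15 min room-temperature exposure to compound; kinetic three-point read at one-minute spacing.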
BAZ2B block = blocks human BAZ2B. AlphaScreen BAZ2B-H3K14Ac peptide displacement. 360,000 compounds, 4.4% hits. Q9UIF8. Potency, µM (highest dose often 114 µM), for the others: top-dose activity change, negative = inhibition, actives largely listed as inhibitors. AID 504333; also: % is scaled to controls: 0 for no effect and ±100 for the full control effect; nearly all actives have a fitted effect of over 60% in size
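BAZ2B 50 nM plus b-H3(5-23)K14Ac 50 nM, PBS pH 7.4/0.01% Tween-20, 30 min RT; compound added (max 110 uM), 30 min RT; streptavidin donor/Ni-chelate acceptor beads 10 ug/mL final, 20 min dark; AlphaScreen read.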
POLK inh = inhibitors of human DNA polymerase kappa. Q9UBT6. purified Pol kappa, fluorescent DNA synthesis assay, 10 min. Potency, µM (titrated, usually from 107 µM), inactives show top-dose activity, negative = inhibition, most hits filed as inhibitors. 400,000 compounds, 0.53% hits. AID 588579; also: % is scaled to controls: 0 for no effect and ±100 for the full control effect
Target sequence (Q9UBT6 whole entry, looked up): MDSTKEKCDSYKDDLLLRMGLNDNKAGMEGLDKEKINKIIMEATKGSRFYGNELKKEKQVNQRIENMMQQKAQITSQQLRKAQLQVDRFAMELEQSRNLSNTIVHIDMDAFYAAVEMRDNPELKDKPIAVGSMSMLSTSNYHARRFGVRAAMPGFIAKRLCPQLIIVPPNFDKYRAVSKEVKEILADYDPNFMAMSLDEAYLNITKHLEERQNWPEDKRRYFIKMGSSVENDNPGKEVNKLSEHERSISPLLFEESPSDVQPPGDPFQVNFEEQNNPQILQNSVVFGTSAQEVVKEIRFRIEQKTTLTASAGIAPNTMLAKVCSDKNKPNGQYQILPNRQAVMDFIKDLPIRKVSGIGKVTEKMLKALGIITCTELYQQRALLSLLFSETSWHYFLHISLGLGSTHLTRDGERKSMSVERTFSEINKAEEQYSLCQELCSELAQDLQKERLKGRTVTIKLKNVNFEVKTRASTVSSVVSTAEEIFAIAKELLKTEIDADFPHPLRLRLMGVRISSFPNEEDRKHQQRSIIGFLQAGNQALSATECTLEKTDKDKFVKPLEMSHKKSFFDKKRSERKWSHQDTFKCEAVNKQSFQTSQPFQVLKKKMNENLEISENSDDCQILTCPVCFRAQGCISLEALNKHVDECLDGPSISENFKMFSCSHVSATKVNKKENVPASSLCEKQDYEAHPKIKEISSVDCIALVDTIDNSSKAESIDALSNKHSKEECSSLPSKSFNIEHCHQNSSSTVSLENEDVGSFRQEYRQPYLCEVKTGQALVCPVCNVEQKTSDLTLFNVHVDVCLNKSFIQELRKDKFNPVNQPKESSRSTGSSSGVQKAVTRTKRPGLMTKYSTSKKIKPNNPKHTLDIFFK
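10 nM Pol kappa preincubated 15 min at room temperature with compounds, then reaction started with substrate at 50 nM final. Fluorescence read kinetically at 0 and 10 min; buffer-only wells served as negative control.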
G9a inh = blocks human histone lysine methyltransferase G9a | Q96KQ7 | G9a H3K9 monomethylation, AlphaScreen, 2 h | Potency, µM (highest dose often 102 µM), for the others: at the highest dose activity, negative = inhibition, most hits filed as inhibitors | 350,000 compounds, 8.8% hits | AID 504332; also: % is scaled to controls: 0 for no effect and ±100 for the full control effect; nearly all actives have a fitted effect of over 75% in size
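Using a bead-based AlphaScreen, monomethylated H3K9 product from 2 h room-temperature reactions (G9a 20 nM, peptide 500 nM, SAM 20 uM) was detected with 0.5 ug/mL rabbit anti-H3K9me1 antibody.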
POLB inh = DNA polymerase beta (human) inhibition; AID 485314; Pol beta primer extension/strand displacement, fluorescence kinetic; 340,000 compounds, 1.3% hits; P06746; Potency, µM (titrated, usually from 114 µM), without a hit: at the highest dose activity change, negative = inhibition, usual class: inhibitors; also: % is scaled to controls: 0 for no effect and ±100 for the full control effect
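10 nM enzyme + cpd, 15 min RT; start with substrate 50 nM final; read 0 min and after 10 min RT. Corrected, normalized data; 4-parameter Hill curve fit.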
BLM helicase inh = inhibitors of human Bloom syndrome helicase BLM; Potency, µM (titrated, usually from 56.1 µM), for the others: top-dose activity change, negative = inhibition, hits mostly inhibitors; recombinant BLM DNA unwinding, fluorescence dequenching; P54132; AID 2528; 350,000 compounds, 0.2% hits;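 also: plate controls were vehicle for no effect and no enzyme for full effect; nearly all actives have a fitted effect of over 35% in size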
The depositor's hits bear a star; ? = inconclusive; / = not tested or not shown; [ ] = another dose, or the depositor's remark. Calls follow the shape of the dose curve; as a rule, active = well fitted curve in the direction sought with a large enough effect; inconclusive = small, poorly fitted or top-dose-only effect, or another doubt; inactive = no such curve, though single readings can be large; an effect the other way counts as inactive or inconclusive. Potency is read from the fitted curve at half-maximal effect. An excerpt; the hit share may differ from the screen's.

SMILES	Apoferritin bind	POLI inh	Pol eta inh	APE1 inh	BAZ2B block	POLK inh	G9a inh	POLB inh	BLM helicase inh
O=C(COC(=O)c1ccccn1)NNC(=O)c1ccc(Br)cc1	/	28%	-5%	17%	/	13%	/	/	/
Fc1cccc(CSc2nc3ncccc3[nH]2)c1	?	5%	1%	-1%	-36%	-3%	-11%[59 µM]	-1%	-3%
CC[C@@]12C(=O)N(c3cccc(Cl)c3)C(=O)N1[C@H](c1cccc(C)c1)[C@@H]1C(=O)N(Cc3ccccc3)C(=O)[C@@H]12	/	-8%	-19%	-4%	-10%	-11%	4%[2.33 µM]	/	/
COc1cccc(NC(=O)C(=O)NCC2CCCN2S(=O)(=O)c2ccccc2)c1 (configuration not stated)	/	32%[activator]	-5%	-9%	-8%	0%	-34%	/	/
O=C(c1ccc([N+](=O)[O-])cc1)N(Cc1ccc(Br)cc1)N1C(=O)CCCC1=O	-19%	30%[activator]	-17%	-11%	19%	-17%	-1%	5%	3%
CCOC(=O)c1cccnc1SCc1cc(=O)n2ccccc2n1	-7%	13%	-9%	-6%	0%	-6%	-30%	-20%	0%
CCCCn1nnnc1SCC(=O)c1ccc(C)c(C)c1	?	16%	-16%	12%	49%[activator]	7%	49%	12%	-9%
Cc1ccc2nc(-c3ccccc3)c(-c3ccccc3)nc2c1	-11%	4%	6%	-11%	37%	-2%	/	26%	-6%
CC(NC(=O)COc1cccnc1[N+](=O)[O-])c1ccc(Cl)cc1 (configuration not stated)	-5%	-28%	-10%	-6%	-1%	-14%	9%	3%	-1%
Cc1cc(C)c(S(=O)(=O)N2CCCC(C(=O)NC3CC3)C2)c(C)c1 (configuration not stated)	-3%	13%	-14%	2%	-10%	-11%	/	66%	1%
COc1ccc(C(C)NC(=O)c2cccc([N+](=O)[O-])c2)cc1OC (configuration not stated)	-7%	-1%	7%	-1%	8%	-4%	8%[59 µM]	28%	3%
O=C(Nc1cc(Cl)ccc1N1CCOCC1)C1CC1	/	53%[activator]	-5%	-9%	/	-10%	/	/	/

Only POLI inh, for some of the entries so far:
Molecule	POLI inh
O=C(COC(=O)c1ccccn1)NNC(=O)c1ccc(Br)cc1	28%
O=C(Nc1cc(Cl)ccc1N1CCOCC1)C1CC1	53%[activator]
Cc1cc(C)c(S(=O)(=O)N2CCCC(C(=O)NC3CC3)C2)c(C)c1 (configuration not stated)	13%
Cc1ccc2nc(-c3ccccc3)c(-c3ccccc3)nc2c1	4%

Back to the main list, starting 5 compounds before the break.
SMILES	Apoferritin bind	POLI inh	Pol eta inh	APE1 inh	BAZ2B block	POLK inh	G9a inh	POLB inh	BLM helicase inh
Cc1ccc2nc(-c3ccccc3)c(-c3ccccc3)nc2c1	-11%	4%	6%	-11%	37%	-2%	/	26%	-6%
CC(NC(=O)COc1cccnc1[N+](=O)[O-])c1ccc(Cl)cc1 (configuration not stated)	-5%	-28%	-10%	-6%	-1%	-14%	9%	3%	-1%
Cc1cc(C)c(S(=O)(=O)N2CCCC(C(=O)NC3CC3)C2)c(C)c1 (configuration not stated)	-3%	13%	-14%	2%	-10%	-11%	/	66%	1%
COc1ccc(C(C)NC(=O)c2cccc([N+](=O)[O-])c2)cc1OC (configuration not stated)	-7%	-1%	7%	-1%	8%	-4%	8%[59 µM]	28%	3%
O=C(Nc1cc(Cl)ccc1N1CCOCC1)C1CC1	/	53%[activator]	-5%	-9%	/	-10%	/	/	/
Cc1ccccc1C(=O)N1CCC(C(=O)OCc2ccccc2Cl)CC1	/	10%	-8%	-7%	1%	2%	14%[12.7 µM]	/	/
CCS(=O)(=O)c1ccc2oc(SCC(=O)c3c(N)n(C4CC4)c(=O)[nH]c3=O)nc2c1	/	9%	-13%	16%	2%	-4%	-39%[12.7 µM]	/	/
CN(C)N1C(N)=C(C#N)C(c2ccc3c(c2)OCO3)C2=C1CC(C)(C)CC2=O (configuration not stated)	-4%	154%[activator]	?	7%	-1%	-5%	-8%	8%	-3%
CSc1nc2ccc(NC(=O)C3CC(=O)N(Cc4ccco4)C3)cc2s1 (configuration not stated)	-5%	15%	-7%	-6%	1%	-8%	?	-5%	0%
COCCn1c(SCC(=O)NC2(C#N)CCCCC2)nc2ccccc2c1=O	/	5%	-8%	-8%	6%	9%	66%[activator][12.7 µM]	/	/
O=C(NCc1ccccc1)C1CCN(S(=O)(=O)c2cccc3cccnc23)CC1	-7%	17%	3%	-5%	10%	6%	-3%[59 µM]	-20%	1%
Cc1ccc(C(c2sc3nc(C)nn3c2O)N2CCN(C(=O)c3ccco3)CC2)cc1 (configuration not stated)	-5%	18%	-4%	-6%	-5%	2%	5%[59 µM]	2%	5%
CCOC(=O)CSc1ncnc2c1nnn2-c1ccc(F)cc1	-8%	3%	-12%	-1%	-6%	-15%	-1%	19%	-3%
CCN1C(=O)/C(=C/C2=Cc3ccccc3OC2C)SC1=S (configuration not stated)	-3%	30%[activator]	-8%	3%	?	-1%	?	6%	-3%
COc1ccc(CN2C(=S)NC(C)(C)CC2(C)O)cc1 (configuration not stated)	?	15%	-20%	-4%	-8%	-9%	-8%	1%	0%
COCc1cc(=O)n2[nH]c(C(F)(F)F)nc2n1	1%	11%	1%	1%	-5%	2%	-17%	2%	1%
CC(C)OCCCNC(=O)c1c(N)n(/N=C/c2cccs2)c2nc3ccccc3nc12	-8%	0%	?	-7%	8%	-5%	23%[59 µM]	5%	-1%

2 of the compounds above, bar-delimited:
canonical_smiles | Apoferritin bind | POLI inh | Pol eta inh | APE1 inh | BAZ2B block | POLK inh | G9a inh | POLB inh | BLM helicase inh
COCc1cc(=O)n2[nH]c(C(F)(F)F)nc2n1 | 1% | 11% | 1% | 1% | -5% | 2% | -17% | 2% | 1%
CCS(=O)(=O)c1ccc2oc(SCC(=O)c3c(N)n(C4CC4)c(=O)[nH]c3=O)nc2c1 | / | 9% | -13% | 16% | 2% | -4% | -39%[12.7 µM] | / | /

Carrying on:
SMILES	Apoferritin bind	POLI inh	Pol eta inh	APE1 inh	BAZ2B block	POLK inh	G9a inh	POLB inh	BLM helicase inh
CN(C(=O)c1ccc(NC(=O)C2CCCN(C(=O)OC(C)(C)C)C2)cc1)C1CC1 (configuration not stated)	/	8%	-1%	9%	/	-6%	/	/	/
COc1ccc(OC)c2sc(N(Cc3cccnc3)C(=O)c3ccco3)nc12	74%[activator]	?	-12%	/	?	-13%[60.1 µM]	-6%[59 µM]	-1%	-3%
Cc1cc(C)cc(NC(=S)Nc2ccccn2)c1	-7%	12%	-19%	3%	?	0%	-19%[59 µM]	0%	-4%
COc1ccc(N2CCN(C(=O)COC(=O)c3ccc(OC(F)F)cc3)CC2)cc1	/	-4%	-9%	17%	7%	-13%	12%[59 µM]	/	/
COCCCn1c(SCC(=O)Nc2nc3ccccc3s2)nnc1-c1ccoc1C	-9%	-6%	5%	0%	-3%	-21%	21%[59 µM]	11%	-11%
CNc1cc(C)nc(-n2nc(C)cc2C)n1	-9%	15%	-10%	2%	0%	0%	20%[59 µM]	38%	1%
COc1cccc(-c2nnc(NC(=O)c3ccc4ncsc4c3)o2)c1	-11%	4%	1%	5%	79µM*	-6%	?	20%	0%
CC(C)CNC(=O)c1cc(-c2ccc(Cl)c(Cl)c2)on1	-6%	14%[58.9 µM]	-19%	14%	6%	-6%	4%[2.33 µM]	76%[activator]	2%
Fc1ccc(CSc2nncn2NCc2ccccc2)cc1	-4%	-4%	-15%	11%	0%	5%	16%[59 µM]	-14%	-10%
Cc1cc(OCc2cc(C(=O)NCCN3CCCCC3CO)no2)cc(C)c1Cl (configuration not stated)	?	4%	-10%	9%	1%	-9%	57%	-7%	-8%
Cc1cc(C(=O)N/N=C/c2ccc(N3CCOCC3)cc2)c(C)o1	0%	50%[activator]	-13%	-5%	-27%	-16%	-36%	3%	2%
COc1ccc(/C=C/C(=O)Nc2ccc3c(c2)CCC3)cc1OC	-22%	14%	?	-9%	-32%	-14%	0%[59 µM]	1%	-15%
CC(C)[C@H](NC(=O)N1c2ccccc2NC(=O)[C@@H]1C(C)C)C(=O)N1CCC(C(=O)O)CC1	-4%	9%	-15%	18%	3%	-5%	/	45%	1%
CCc1ccc(NC(=O)C(C)OC(=O)c2ccc(NS(=O)(=O)c3ccc(C)c([N+](=O)[O-])c3)cc2)cc1 (configuration not stated)	-11%	?	79µM*	5%	-9%	?	?	-2%	-16%
Cc1ccc(NC(=O)/C=C/c2ccc3c(c2)OCO3)nc1	-9%	10%	-8%	5%	3%	-21%	23%[59 µM]	-1%	4%
Cc1occc1C(=O)N/N=C/c1c[nH]c2ccccc12	-5%	-1%	-10%	-5%	-6%	-9%	24%	4%	0%
